High-throughput results deposited in PubChem BioAssay by Sanford-Burnham Center for Chemical Genomics.
TAG inh = triacylglycerol accumulation inhibition; H9c2 cells, Nile Red lipid (TAG) fluorescence; cells loaded with 200 µM oleic acid; 0.66% of 230,000 active; inhibition, % at 12.5 µM;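 active = pattern-corrected inhibition of lipid staining of at least 50% with the nuclear-stain viability signal not falling by more than 50%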;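 also: 0% = DMSO wells and 100% = triacsin C control wells; some results filed as inactive read as strong as hits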
TAG inh DAPI viability = second read-out of TAG inh, no call of its own (marks repeat the call); DAPI nuclei signal change (viability), lower = more cytotoxic, %;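 whole-well DAPI fluorescence read on a plate reader as a viability signal; minus 50 percent equals half of cells still viable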
An asterisk follows results filed as active.

SMILES | TAG inh | TAG inh DAPI viability
Cc1cc(C(=O)N2CCCC(N3CCN(c4cccc(Cl)c4)CC3)C2)nn1C (stereo not given) | 7 | 7
Cn1c(=O)n(CCC(=O)O)c2ccccc21 | -1 | -15
O=C(COC(=O)c1nc(Cl)ccc1Cl)NCc1ccc(Cl)cc1Cl | -5 | 1
O=C(CNC(=O)N1CC(=O)Nc2ccccc21)NCc1ccc(F)cc1 | -5 | 1
Cc1ccc(NC(=O)/C=C/c2ccc(Cl)cc2)nc1 | 4 | -1
CCN(CC)S(=O)(=O)c1cc(NC(=O)CO/N=C(\N)c2ccccc2Cl)ccc1C | 3 | -4
CCc1ccc(C2=NN(CCC(=O)NC(C)c3ccc4c(c3)OCCO4)C(=O)CC2)cc1 (stereo not given) | -3 | 5
CCOc1ccc(NC(=O)CN(C)C(=O)c2ccccc2CCc2ccccc2)cc1OCC | 1 | 3
O=C1C(NS(=O)(=O)c2cccs2)=C(N2CCOCC2)C(=O)c2ccccc21 | 7 | 0
Cc1onc(-c2ccccc2)c1C(=O)OCC(=O)Nc1ccc(Cl)cc1 | -23 | -1
CC1(C)CN(c2ccc(Br)cc2)C(=O)[C@H]1CC(=O)Nc1ccccc1 | -2 | -1
COCCn1nnnc1C(C(C)C)N1CCN(C(=O)c2ccco2)CC1 (stereo not given) | -6 | -8
COC(=O)C1C(=O)C(C(=O)c2ccccc2)C(=O)CC1(C)C (stereo not given) | 9 | -8
COc1ccc2cnn(CCOc3ccccc3)c(=O)c2c1OC | -73 | 6
Cc1ccccc1CN1CCc2c(OCC(=O)N3CCCCC3)cccc2C1=O | -6 | -8
O=S(=O)(Nc1ccc(-c2nc3cccnc3s2)cc1)c1ccc(Cl)s1 | 7 | 7
NC(=O)C1(N2CCCCC2)CCN(C(=O)CCCn2c(=O)[nH]c3ccsc3c2=O)CC1 | -34 | -1
N#CC1=C(N)NC(SCC(=O)Nc2ccccc2)=C(C#N)C12CCCC2 | -19 | 2
Cc1ccc2nc(NCc3ccccc3)[nH]c2c1 | 60* | -22*
CC(C)C(NC(=O)c1c(F)cccc1F)C(=O)OCN1C(=O)c2ccccc2C1=O (stereo not given) | -5 | -1
CCNC(=O)NC(=O)C(C)OC(=O)C1CCN(S(=O)(=O)c2ccccc2C(=O)OC)CC1 (stereo not given) | -10 | 1
Cc1nc(Cn2c3ccc(NC(=S)NC4CCCCC4)cc3c(=O)n2C)cs1 | -15 | 19
Cc1cccc(C(=O)N2c3ccccc3C(=O)OC2c2ccc3c(c2)OCO3)c1 (stereo not given) | -10 | -3
Cc1onc(-c2c(Cl)cccc2Cl)c1NC(=O)NNc1ccccn1 | -4 | 7
CCC1CCCCN1S(=O)(=O)c1ccccc1 (stereo not given) | -3 | 2
C=C(CCO)C1=CCN(S(=O)(=O)C(C)(C)C)[C@@H]1CCO | 5 | -1
C#CCOCCOCCOCCNc1nc(N2CCN(C(=O)CCCCCCCCCCNC(=O)[C@@H](CCSC)n3cc(CCO)nn3)CC2)nc(N2CCN(C(=O)CCCCCCCCCCNC(=O)[C@H](CO)n3cc(CCCCCN)nn3)CC2)n1 | -30 | 10
CCOC(=O)c1cnc2cc(C)nn2c1C | 8 | -4
COCCNC(=O)CN(C(=O)c1ccc(N2CCCC2)nc1)c1ccccc1 | 13 | -15
O=C1NC(=O)C(CC(=O)N(Cc2ccco2)C2(C(=O)NC3CCCCC3)CCCCC2)N1 (stereo not given) | -3 | 10
COc1ccc(C(=O)CC(=O)c2ccc(C)cc2)c(O)c1 | -10 | 4
CSc1ncccc1C(=O)OCC(=O)NC(C)C | 1 | 7
NNC(=O)C1CCN(S(=O)(=O)c2ccc(Cl)cc2)CC1 | 10 | -1
S=c1[nH]nc(-c2ccc(Cl)cc2Cl)n1-c1ccc(Cl)cc1 | -8 | 1
O=C(CCc1nc2ccccc2c(=O)[nH]1)NCCN1C(=O)S/C(=C\c2ccc(OC(F)F)cc2)C1=O | 13 | -7
CN(C)c1ccc(CN2CCCCCC2)cc1 | 1 | 6
CC(C)CC(NC(=O)C1CCC(C)CC1)C(=O)Nc1ccccn1 (stereo not given) | 9 | 15
O=C1CCc2cc(S(=O)(=O)NC(Cc3ccccc3)C(=O)NC3CCCC3)ccc2N1 (stereo not given) | 14 | 3
Cc1ccc(NC(=O)N2CCCC(C(=O)O)C2)cc1 (stereo not given) | 4 | 0
COc1cccc(C(=O)N(CN2CCCC2=O)c2cccc(Cl)c2)c1 | -12 | 11
CC(=O)Nc1ccc(NC(=O)CSc2nnc(-c3cccnc3)o2)cc1 | 2 | -2
Cn1c(O)c(N=NC(=N)N)c2ccccc21 | -1 | -4
CC1=Nn2c(nnc2-c2ccccc2Cl)SC1 | 0 | -7
C#CCNC(=O)C1=C[C@H](c2coc3ccccc3c2=O)C[C@H](OCc2ccc(CO)cc2)O1 | -71 | -8
CCOC(=O)C1(Cc2cccc(OC)c2)CCN(C2CCOCC2)CC1 | 6 | -3
O=C(CNC(=O)c1sc2ccccc2c1Cl)Nc1ccccc1F | -5 | 3
NS(=O)(=O)c1ccc(NC(=O)NC2CCCCC2)cc1 | 4 | -2
CCOC(=O)c1c(NC(=O)CSc2nc3nc(C)cc(C)n3n2)sc(CC)c1C | 5 | -11
O=C1COc2ccc(C(=O)CSc3nnc(-c4cccs4)n3Cc3ccccc3)cc2N1 | -3 | 1
COc1cc2nc3n(c(=O)c2cc1OC)-c1ncccc1C(=O)NC3Cc1ccccc1 (stereo not given) | 21 | -6
Cc1ccc(CN(Cc2cccnc2)C(=S)Nc2cc(Cl)ccc2C)cc1 | -32 | 7
O=C(O)C(Cc1ccccc1N(CCO)CCO)N1C(=O)c2ccccc2C1=O (stereo not given) | 9 | 2
O=C(O)C(CCCCN1C(=O)C2C3C=CC(C3)C2C1=O)N1C(=O)C2C3C=CC(C3)C2C1=O (stereo not given) | -21 | 7
C/C(Cl)=C/CSc1nc2c(c(=O)[nH]c(=O)n2C)n1C(C)C | -236 | 10
COCCCNc1ncnc2c1sc1nc(-c3ccco3)c3c(c12)CC(C)(C)OC3 | 21 | -7
CCOC(=O)c1ccc(NC(=O)CN2C(=O)CSC(C)C2=O)cc1 (stereo not given) | -6 | 16
CCOC(=O)C1CCN(C(=O)CN(c2cccc(OC)c2)S(=O)(=O)c2ccccc2)CC1 | -17 | -9
O=C(COC(=O)/C=C/c1ccccc1)NCc1ccccc1Cl | -8 | 7
O=[N+]([O-])c1cccc(C=NN2CCCCCC2)c1 | -3 | 2
Nc1nc2c([N+](=O)[O-])cccc2s1 | -9 | -9

Four entries already listed, ordered by count of non-hydrogen atoms, smallest number first:
SMILES | TAG inh | TAG inh DAPI viability
C/C(Cl)=C/CSc1nc2c(c(=O)[nH]c(=O)n2C)n1C(C)C | -236 | 10
O=C(O)C(Cc1ccccc1N(CCO)CCO)N1C(=O)c2ccccc2C1=O (stereo not given) | 9 | 2
COCCCNc1ncnc2c1sc1nc(-c3ccco3)c3c(c12)CC(C)(C)OC3 | 21 | -7
O=C(O)C(CCCCN1C(=O)C2C3C=CC(C3)C2C1=O)N1C(=O)C2C3C=CC(C3)C2C1=O (stereo not given) | -21 | 7

Continued:
SMILES | TAG inh | TAG inh DAPI viability
Cc1ccc(C(C)NC(=S)NCc2ccc(F)cc2)c(C)c1 (stereo not given) | -11 | 7
Cn1cncc1C#Cc1c(-c2ccc(S(C)(=O)=O)cc2)sc2ccccc12 | 45 | 102
Cc1ccc(CNc2ccc3c(c2)ncn3C(C)C)cc1 | -6 | 0
O=C(Nc1ccc(N2CCOCC2)c(Cl)c1)c1cc(F)c(F)cc1Cl | -19 | 5
O=C(CSc1ccc2ccccc2c1)NCCc1ccc(O)c(O)c1 | 15 | -37
Cc1noc(C)c1COC(=O)c1cc(S(=O)(=O)N2CCOCC2)ccc1F | 2 | -9
CC(C)n1cc(CN2CCC(C(=O)Nc3cccc(-c4cccc(Cl)c4)c3)CC2)cn1 | 30 | 0
CCNC(=S)NNc1nnc(-c2ccccc2)c(-c2ccccc2)n1 | 9 | -7
CC(C)(C)C1CCc2c(sc(NC(=O)c3cc(C4CC4)on3)c2C#N)C1 (stereo not given) | 15 | -3
Cc1nc(/C(N)=N/OC(=O)c2ccccc2Cl)c(C(F)(F)F)o1 | 0 | -4
C[C@H](CO)N1C[C@H](C)[C@@H](CN(C)S(=O)(=O)c2cccs2)Oc2ccc(NC(=O)C3CC3)cc2C1=O | 5 | -7
Cc1ccc(-n2ncc3c(=O)[nH]c(SCC(=O)N4CC(=O)Nc5ccccc54)nc32)cc1 | -5 | 7
CCCCN1C(N)=NC[C@@H]1CCCCN | -11 | -4
CCOc1ccccc1N1CCN(C(=O)c2ccc(S(=O)(=O)Nc3ccccc3)cc2)CC1 | 3 | -1
COc1cccc(CNC(=O)c2ccc(Cl)c(S(=O)(=O)N3CCOCC3)c2)c1 | 6 | -4
Cc1ccc(NC(=O)c2nc[nH]c2C(=O)NC2CCN(C(=O)OC(C)(C)C)CC2)cc1 | 44 | -7
O=C(Cc1c(F)cccc1Cl)N(Cc1ccccc1)c1ccccn1 | 11 | -10
Cc1cccc(N(CC(=O)N/N=C/c2ccccc2C(=O)O)S(C)(=O)=O)c1C | -4 | 6
Cc1cccc(C)c1OCC(=O)NCC1COc2ccccc2O1 (stereo not given) | 21 | -15
CN1OC(CC(=O)O)N(c2ccc(Cl)cc2)C1=O (stereo not given) | 1 | -3
CCOC(=O)C1CCN(C(=O)c2cc(C(C)(C)C)nn2Cc2ccccc2)CC1 | -29 | -1
COc1cc(OC)c2c(c1)OC(=O)CC2c1ccc(C)cc1 (stereo not given) | 1 | 2
Cn1c(CC(=O)Nc2ccccc2)nnc1SCCOc1ccccc1 | -2 | -4
COc1ccc(-n2nc3cc(N)c(Br)cc3n2)cc1 | 16 | -4
Cc1cccnc1N(C(=O)Nc1ccccc1)C1=NCC(C)(C)S1 | -2 | 4
COc1cc(C(=O)NCC2(N3CCCCC3)CCCCC2)ccc1OCC(=O)N1CCOCC1 | 3 | -10
O=C(Oc1ccc(OC(=O)N2CCOCC2)cc1)c1ccccc1 | -7 | 3
CC1=C(C(=O)OCc2ccccc2)C(c2ccoc2)C(C#N)=C(N)O1 (stereo not given) | -7 | -7
COc1ccc(-n2c(=O)c3ccccc3n(CC(=O)NC3CCCCC3)c2=O)cc1OC | -2 | 3
CCOC(=O)CNC(=O)C(Cc1ccccc1)NC(=O)OCc1ccccc1 (stereo not given) | 22 | 8
COc1ccc(C(C(=O)OCCN(C)C)c2ccccc2)cc1 (stereo not given) | 8 | 6
Oc1c(CN2CCOCC2)cc(CN2CCOCC2)cc1CN1CCOCC1 | 8 | -2
CCn1c(CNc2ccc(F)cc2)nnc1SCC(=O)Nc1ccccc1OC | -21 | -6
Cc1ccc(-c2cccc(-c3cc(=O)oc4ccc(C(C)(C)C)cc34)c2)cc1 | -56 | 16
CCc1nc2c(OCCC3CCCCC3)cccn2c1N(C)C(=O)COc1ccccc1 | -3 | 2
Cn1cc(Br)cc2nc(C(F)(F)F)nc1-2 | -9 | -9
CC(C)(C)c1ccc(CC(=O)N2CCC2(C)C(=O)NS(=O)(=O)c2ccccc2Cl)cc1 (stereo not given) | 1 | -8
Cc1nn(C)c(C(=O)NC(=S)Nc2ccccc2Br)c1Cl | 4 | -7
Nc1nc(SCC(=O)c2ccc([N+](=O)[O-])cc2)n[nH]1 | 15 | -9
Cc1cc(OC(=O)N2CCOCC2)cc(C)c1Cl | -2 | -8
Cc1nn(-c2ncc(C(F)(F)F)cc2Cl)c(=O)n1-c1cccc(Cl)c1 | 6 | -1
C[C@H](CO)N1C[C@H](C)[C@@H](CN(C)S(=O)(=O)c2ccc(F)cc2)Oc2ccc(NC(=O)C3CCCCC3)cc2C1=O | 4 | -17
CCC(CC)NCc1ccc2c(c1)c1ccccc1n2CC | 52* | -1.0*
O=C(NCCC(=O)N1CCN(c2ccccn2)CC1)c1ccc(Br)cc1 | -2 | -3
CCC(=O)NCc1cc(-c2nn(C)c(=O)c3ccccc23)ccc1C | 6 | 0
COc1ccc(C2=NN(CN3C(=O)C(=O)c4ccccc43)C(c3cccc([N+](=O)[O-])c3)C2)cc1 (stereo not given) | -7 | 9
Oc1ccc(C2N=C(c3ccccc3)NC(c3ccccc3)=N2)cc1 | 27 | 1
CCN(CC)CCCN1C(=O)C(=O)/C(=C(/O)c2ccc(Cl)cc2)C1c1ccccn1 (stereo not given) | -11 | 4

Quoted from the results shown for reference:
SMILES | TAG inh | TAG inh DAPI viability
CC(C)(C)c1ccc(CC(=O)N2CCC2(C)C(=O)NS(=O)(=O)c2ccccc2Cl)cc1 (stereo not given) | 1 | -8
Cc1nn(C)c(C(=O)NC(=S)Nc2ccccc2Br)c1Cl | 4 | -7
Nc1nc(SCC(=O)c2ccc([N+](=O)[O-])cc2)n[nH]1 | 15 | -9
Cc1cc(OC(=O)N2CCOCC2)cc(C)c1Cl | -2 | -8
Cc1nn(-c2ncc(C(F)(F)F)cc2Cl)c(=O)n1-c1cccc(Cl)c1 | 6 | -1

Remaining list, next part.
SMILES | TAG inh | TAG inh DAPI viability
CN(C(=O)Cn1c(Cl)nc2c1c(=O)n(C)c(=O)n2C)C1CCS(=O)(=O)C1 (stereo not given) | -8 | 1
Cc1cc(N2CCN(Cc3nc(-c4ccc(F)cc4)oc3C)CC2)cc(C)n1 | -24 | 26
CC(C)Cn1nc(C(=O)Nc2cccc(S(=O)(=O)N3CCCC3)c2)c2ccccc2c1=O | 7 | 7
C=CCNC(=O)c1ccc2nc(Cc3ccc(OC)cc3)oc2c1 | -3 | -1
O=C(COc1ccccc1)Nc1nnc(S(=O)(=O)N2CCCCCC2)s1 | 8 | -4
CCOc1ccc(S(=O)(=O)NCCC(=O)OCC(=O)N2CC(=O)Nc3ccccc32)cc1 | -14 | -5
CCCCCCn1c(=O)n2n(c1=O)[C@@H]1CN(S(=O)(=O)c3ccc(C)cc3)C[C@]1(O)[C@@H](OC(=O)Nc1cccs1)C2 | 24 | -12
CSc1ccccc1OCc1cc(C(=O)N(C)CC2COCCO2)no1 (stereo not given) | 20 | -4

The list is partial. The share of hits here may be higher or lower than overall.
